# RBX1-CUL1 inh: blocks human RBX1-Cullin-1 di-ubiquitin formation | P62877+Q13616 | in vitro K48 di-Ub FRET, acceptor:donor ratio, 45 min | inhibition, % at 10 µM | 0.6% of 140,000 active | AID 1347404; in the data active = inhibition above about 25%
# Target sequence (P62877 whole entry, looked up): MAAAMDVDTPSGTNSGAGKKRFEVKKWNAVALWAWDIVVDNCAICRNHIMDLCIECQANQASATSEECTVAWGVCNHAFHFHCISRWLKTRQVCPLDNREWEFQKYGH
# Target sequence (Q13616 whole entry, looked up): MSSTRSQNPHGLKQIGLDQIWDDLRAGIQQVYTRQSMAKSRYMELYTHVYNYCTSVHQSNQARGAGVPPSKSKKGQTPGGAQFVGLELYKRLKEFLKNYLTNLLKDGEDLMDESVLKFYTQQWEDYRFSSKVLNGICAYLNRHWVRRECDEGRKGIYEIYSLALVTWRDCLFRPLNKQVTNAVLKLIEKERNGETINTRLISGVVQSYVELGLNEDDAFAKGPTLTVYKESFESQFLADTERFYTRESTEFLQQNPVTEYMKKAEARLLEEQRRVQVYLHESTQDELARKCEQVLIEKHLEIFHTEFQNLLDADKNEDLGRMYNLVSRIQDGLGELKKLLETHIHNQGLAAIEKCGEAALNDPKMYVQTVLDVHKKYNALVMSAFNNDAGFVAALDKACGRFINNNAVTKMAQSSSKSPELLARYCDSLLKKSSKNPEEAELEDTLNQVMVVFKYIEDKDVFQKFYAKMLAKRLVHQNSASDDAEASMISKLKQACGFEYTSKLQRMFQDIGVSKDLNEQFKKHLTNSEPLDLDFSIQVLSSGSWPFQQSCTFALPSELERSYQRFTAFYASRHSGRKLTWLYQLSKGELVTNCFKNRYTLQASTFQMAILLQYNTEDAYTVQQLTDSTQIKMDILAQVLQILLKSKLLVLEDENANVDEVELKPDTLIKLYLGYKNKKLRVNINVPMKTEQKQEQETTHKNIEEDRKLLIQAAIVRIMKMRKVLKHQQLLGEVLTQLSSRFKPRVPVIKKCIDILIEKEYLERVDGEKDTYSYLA
# The depositor's hits bear a star. Not all compounds are listed, so the mix of outcomes need not match the whole.
SMILES,RBX1-CUL1 inh
Nc1c(C(=O)O)sc2nc3c(cc12)CC(c1ccccc1)CC3 (configuration not stated),6
CCc1ccccc1NC(=O)Cn1ncc2c(C)n(Cc3ccccc3F)c(C)c2c1=O,-16
CN(Cc1ccccc1)C1(C(=O)N2CC[C@H](O)C2)Cc2ccccc2C1,-5
Fc1ccccc1-c1noc2c1CN(Cc1ccc3nonc3c1)CC2,3
CCCC(=O)N(c1ccc2oc3c(c2c1)CCCC3)S(=O)(=O)c1cc(C)ccc1C,5
CCOC(=O)c1cc(-c2ccccc2)nn1Cc1ccccc1,1
Cc1cccc(NC(=O)Cn2c(=O)n(Cc3ccccc3)c(=O)c3oc4ccccc4c32)c1C,-5
Cc1cc(C)c(S(=O)(=O)Nc2ccc(Cl)cc2Cl)c(C)c1,7
Cc1cccn2c(=O)c3cc(C(=O)NCc4ccco4)c(=N)n(CCN4CCOCC4)c3nc12,-2
O=C(Cc1ccc(Cl)cc1)NN1CCOCC1,-5
O=C(CCC(=O)NNC(=O)[C@@H]1CCCC[C@@H]1C(=O)O)NCc1ccccc1,-7
COc1nc2c(c(-c3cccs3)c1C#N)CCC/C2=C/c1cccs1,-7
CCc1cccc(NC(=O)COc2cc(=O)n(CC)c3ccccc23)c1,-4
CC(C)(C)NCC(O)Cn1c2ccc(Br)cc2c2cc(Br)cc(Br)c21 (configuration not stated),10
COc1ccccc1N1CCN(C(=O)CCc2nnc3n(C)c(=O)c4sccc4n23)CC1,3
O=C(Cn1c(=O)n(Cc2ccccc2)c(=O)c2sc3ccccc3c21)Nc1ccccc1F,6
CCN(CC)c1cc(C)c2cc(NC(=O)c3cccc(F)c3)ccc2n1,-13
CNC1CC2c3ccccc3CCc3cccc1c32 (configuration not stated),9
CCS(=O)(=O)N1CCCC(C(=O)Nc2ccc(Cl)cc2Cl)C1 (configuration not stated),-6
Cc1ccc(NC(=O)Cn2cc3c(n2)CCC(C)C3)cc1C (configuration not stated),0
O=C(NC1CCN(Cc2ccccc2)CC1)c1ccc(Cn2c(=O)c3ccccc3n(Cc3ccc(F)cc3)c2=O)cc1,10
COCCn1c(=O)c2c(nc3oc(C)c(C)n32)n(C)c1=O,6
COc1ccc(/C=N/NC(=O)Cn2cnc3sc4c(c3c2=O)CCC(C)C4)cc1OC (configuration not stated),4
CCCn1c(C)cn2c3c(=O)n(CCOC)c(=O)n(C)c3nc12,-3

# 3 entries from above, ordered by their value in RBX1-CUL1 inh, high to low:
SMILES,RBX1-CUL1 inh
COc1ccc(/C=N/NC(=O)Cn2cnc3sc4c(c3c2=O)CCC(C)C4)cc1OC (configuration not stated),4
COc1ccccc1N1CCN(C(=O)CCc2nnc3n(C)c(=O)c4sccc4n23)CC1,3
CCc1cccc(NC(=O)COc2cc(=O)n(CC)c3ccccc23)c1,-4

# Next structures follow:
SMILES,RBX1-CUL1 inh
CC(=O)c1ccc(NC(=O)c2cc(S(=O)(=O)N3CCOCC3)ccc2C)cc1,-6
COc1ccccc1OC(=O)COc1cc(Cl)c(Cl)cc1Cl,-4
CC(=O)N1CCc2ccc(S(=O)(=O)N3CCN(C)CC3)cc21,8
COc1ccc(-n2nc(C(=O)Nc3cccc(C(F)(F)F)c3)c3c4ccccc4n(C)c3c2=O)cc1,6
CCS(=O)(=O)N1CCCC(C(=O)Nc2ccc(Cl)cc2)C1 (configuration not stated),-4
COc1ccccc1CNC(=O)c1cccn1-c1nnc(N2CCCC2)s1,3
COc1ccc(C2C(C(=O)c3ccc(OC)c(F)c3)C(=O)C(=O)N2Cc2cccnc2)cc1 (configuration not stated),-2
Cc1oc(-c2cccc(F)c2F)nc1CN1CCN(C(=O)c2ccco2)CC1,4
COc1cc(CNC2CCN(c3ccc(C(=O)NC4CCCC4)cc3)CC2)cc(OC)c1OC,0
COc1ccc(/C=C(\C)c2ccc(OC)cc2)cc1,-6
Cc1ccc(-c2nn3c(C)nnc3s2)cc1NC(=O)c1sc2ccccc2c1Cl,-2
Cn1ccc(CC(=O)N2CCCC(CCC(=O)NC3CC3)C2)c1 (configuration not stated),3
Cc1ccccc1-c1nc2scc(CCNS(=O)(=O)c3ccccc3)n2n1,-6
Cc1ccc(NC(=O)Cc2ccccc2)c(C)c1,5
O=C1CCC(CCC(=O)N2CCC(Sc3ccc(F)cc3)CC2)(Cc2cccs2)N1 (configuration not stated),-2
N#CC1C(=N)C(C#N)(C#N)C(c2cccc(F)c2)C2CCCC=C12 (configuration not stated),2
CCOc1cc(/C=C2/SC(=O)N(C(C)C)C2=O)cc(Br)c1OC,-4
Cc1ccc(Cl)cc1NS(=O)(=O)c1ccc2c(c1)NC(=O)CCS2,-5
c1ccn2cc(-c3ccc4c(c3)OCO4)cc2c1,-3
COc1ccc2c(c1)C=Cc1ccccc1O2,8
CC(=O)NNc1cc(C)nc(N)n1,0
COCCN(C)C(=O)c1ccc(OC2CCN(C3CCCC3)CC2)c(OC)c1,0
Cc1[nH]c2ccccc2c1C(c1ccc(F)cc1)c1c(C)[nH]c2ccccc12,1
O=C(c1cccnc1)N1CCN(C(c2ccccc2)c2ccccc2)CC1,-3
Cc1cc(Cl)c(S(=O)(=O)NC(C)C)cc1OCC(N)=O,1
O=C(N/N=C/c1cccc(O)c1O)c1ccc(O)cc1,4
NCc1ccccc1Sc1ccc(Cl)cc1,31*
N#CC1C(=N)Oc2n[nH]c(-c3ccc(Cl)cc3)c2C1c1ccc(OCc2ccccc2)cc1 (configuration not stated),-11
O=C(Nc1ccc(F)cc1)N1CCC(n2cc(Cc3ccccc3)nn2)CC1,18
CCOC(=O)C1=CC2(SC=C(C(=O)OCC)S2)C2=C(S1)C(C)(C)N(C(=O)Cc1ccccc1)c1ccc(OC)cc12 (configuration not stated),-4
Cc1cc(-c2ccc(C)c(S(=O)(=O)NC(c3cccs3)C(C)C)c2)on1 (configuration not stated),-1
COc1cccc(C2=NC(C(F)(F)F)(C(F)(F)F)C3C(=O)NC(=O)N(c4ccc(F)cc4)C3=N2)c1 (configuration not stated),2
CCC(C)C(=O)Nc1ccc(S(=O)(=O)Nc2nccs2)cc1 (configuration not stated),3
CC(C)Cc1nnc(NC(=O)c2ccco2)s1,-3
CCOc1cc(/C=c2/sc3n(c2=O)C(c2ccccc2)C2=C(N=3)c3ccccc3CC2)ccc1OC (configuration not stated),1
Cc1ccc(CCNC(=O)c2cn(C)c3ccc(S(=O)(=O)N(C)C4CCCCC4)cc3c2=O)cc1,2
COc1ccccc1N1CCN(C(=O)c2cn(C)c3ccc(S(=O)(=O)N(C)C4CCCCC4)cc3c2=O)CC1,-3
O=S(=O)(c1ccccc1)c1cc(O)ccc1O,1
Cc1nc(C(=O)NCC2Cc3cccc(-c4ncccn4)c3O2)cs1 (configuration not stated),9
CCC(C)n1c(C)cn2c3c(=O)n(CCCO)c(=O)n(C)c3nc12 (configuration not stated),-2
CCN(CC)c1ccc(/C=C2\C(=O)N(c3nnc(C)c(=O)[nH]3)N=C2C)cc1,57*
COc1ccc(NC(=O)CSc2ccccc2)cc1OC,0
Cc1ccccc1Cn1cc(S(=O)(=O)c2ccc(Cl)cc2)c(=O)c2cc3c(cc21)OCO3,-3
CC(CN(C)Cc1ccccc1)OC(=O)c1ccccc1Br (configuration not stated),-2
CSc1ccc(OC2=N/C(=C\c3ccccc3)C(=O)N2c2ccc(Cl)cc2)cc1,-6
O=c1ccc(Oc2nc(N3CCCCC3)nc(N3CCCCC3)n2)nn1-c1ccccc1,6
Nc1ncn(C(=O)c2ccccc2)n1,-7
O=C(c1cccc(OC2CCN(C(=O)c3cscn3)CC2)c1)N1CCOCC1,-2

# Some of these compounds in order of count of non-hydrogen atoms, rising.
SMILES,RBX1-CUL1 inh
CCN(CC)c1ccc(/C=C2\C(=O)N(c3nnc(C)c(=O)[nH]3)N=C2C)cc1,57*
CSc1ccc(OC2=N/C(=C\c3ccccc3)C(=O)N2c2ccc(Cl)cc2)cc1,-6
O=c1ccc(Oc2nc(N3CCCCC3)nc(N3CCCCC3)n2)nn1-c1ccccc1,6

# Next part:
SMILES,RBX1-CUL1 inh
COC(=O)CNC(=O)CC(c1ccccc1)c1ccccc1C (configuration not stated),-1
Cc1cccc2c(C(=O)N(C)C)cc(-c3cnn(Cc4ccccc4)c3)nc12,1
Cc1ccc(-c2csc(NC(=O)CC(C)(C)CC(=O)Nc3scc(-c4ccc(C)cc4)c3C(=O)O)c2C(=O)O)cc1,5
Cc1ccc(-n2c(=O)c3c(c4cc(C)ccc4n3C)n(CC(=O)NCc3ccccc3)c2=O)cc1,3
COc1cccc(NC(=O)c2cc(F)c(Cl)nc2Cl)c1,9
Cc1ccc(NCc2nc3ccccc3n2CCOc2ccc(C)cc2)cc1,-4
COc1ccc(-c2cnnc(NCc3cc(C(C)C)no3)n2)cc1,-5
O=C1CSC(=S)N1/N=C/C=C/c1ccccc1,0
C1=CC2CC1C1N=NC3(c4ccccc4-c4ccccc43)C21 (configuration not stated),1
COC(=O)c1c(-c2cccs2)csc1NC(=O)COc1ccc(C)cc1,3
Cc1nn2c(=O)c3c4c(sc3nc2c2ccccc12)CCC4,1
O=C(NCC1Cc2cc(F)cc(-c3ccccn3)c2O1)c1ccc(F)cc1 (configuration not stated),6

# Molecules above containing bromine, in the order listed:
SMILES,RBX1-CUL1 inh
CC(C)(C)NCC(O)Cn1c2ccc(Br)cc2c2cc(Br)cc(Br)c21 (configuration not stated),10
CCOc1cc(/C=C2/SC(=O)N(C(C)C)C2=O)cc(Br)c1OC,-4
CC(CN(C)Cc1ccccc1)OC(=O)c1ccccc1Br (configuration not stated),-2

# (further entries)
SMILES,RBX1-CUL1 inh
Cc1cc(C)nc(SCc2nnc(SCC(=O)Nc3ccc(C)c(C)c3)n2C)n1,-3
O=C(Nc1ccc(CN2CCOCC2)cc1)c1cc(Br)ccc1Cl,0
Cc1cccc(Oc2nnc(-c3cccs3)c3ccccc23)c1,-9
Nc1c(C(=O)Nc2ccc(Br)cc2)sc2nc3c(cc12)CCCC3,-3
Cc1ccc(NC(=O)N2CC(C)CC(C)C2)cc1Cl (configuration not stated),0
COC(=O)C1CN(c2ccc(Cl)cc2)N=C1C(C)=O (configuration not stated),10
COc1ccccc1NC(=O)C12CCC(C1)C(C)(C)C2=O (configuration not stated),5
CC1(C)c2ccccc2N2CCC(=O)NC21/C=C/c1ccc(Br)cc1 (configuration not stated),0
O=C(Nc1ccccc1)C1CCCC1,1
COc1ccc(CC(=O)N/N=C\c2ccco2)cc1OC,-4
Cc1cccc(CS(=O)(=O)NC(C(C)C)C(C)C)c1,6
CCOC(=O)CNc1cnn(C2OC(COC(=O)c3ccccc3)C(OC(=O)c3ccccc3)C2OC(=O)c2ccccc2)c(=O)n1 (configuration not stated),3
COc1cc2c(cc1OC)C(=O)OC2,3
COC(=O)/C=C/c1nn(-c2ccccc2)nc1C#N,-2
CCOC(=O)C1=C(C)N=c2s/c(=C\c3ccc(OC(=O)c4ccco4)cc3)c(=O)n2C1c1ccc(OC)cc1 (configuration not stated),-3
CC(C)(C)c1ccc(NS(=O)(=O)c2cccc(F)c2)cc1,10
C=CCn1c(SCc2c(F)cccc2Cl)nnc1-c1ccccn1,7
Cc1ccc(-n2nnn(C3CC(=O)C4OCC3O4)c2=S)cc1Cl (configuration not stated),15
CCOc1ccc(C(=O)COC(=O)c2ccc(NC(C)=O)cc2)cc1,-2
CC(C)c1ccc(N2C(=O)c3ccccc3NC2c2ccccc2)cc1 (configuration not stated),2
O=C(O)COc1c(Cl)cc(Cl)cc1Cl,5
O=C(CSc1nc(-c2ccccc2)nc2c1CCCC2)c1ccc(F)cc1,1
O=C(N/N=C/c1cc([N+](=O)[O-])c(Cl)cc1Cl)c1ccc(F)cc1,-6
O=C(N/N=C\c1ccc(-c2ccc(Cl)c([N+](=O)[O-])c2)o1)c1cc2c(ccc3ccccc32)o1,-1
Cc1cccc(NC(=O)Cn2cnc3ccc(Cl)cc3c2=O)c1,8
CN(Cc1cn(C)nc1-c1ccc2c(c1)OCCO2)CC1COCCO1 (configuration not stated),7
Cn1cnc(S(=O)(=O)N2CCC(C(=O)Nc3ccc(OC(F)(F)F)cc3)CC2)c1,-3
CC(C)(C)c1ccc(OCC(=O)Nc2ccc(Br)cc2Cl)cc1,7
C=CCc1cccc2cc(C(=O)Nc3ccc(F)cc3)c(=O)oc12,0
Cc1nc(-c2ccccn2)cc(=O)[nH]1,2
CCCCC(CC)C(=O)NCCCN1CCN(CCCNC(=O)C(CC)CCCC)CC1 (configuration not stated),7
CCOc1ccc(-c2nc3c(c(CC)nn3-c3ccccc3)c3cc(OC)c(OC)cc23)cc1,11
Cc1cccc(C(=O)Nc2cc(C)on2)c1,1
COc1ccccc1CNC(=O)c1cnc2sc(N3CCCCCC3)nn2c1=O,4
COc1ccc(C(=O)NC2CCCCCC2)cc1C,4
CCn1c(CNc2ccc(C)c(Cl)c2)nnc1SCC(=O)OC1CCCCC1,1

# Shown as a hit in RBX1-CUL1 inh, among the entries above:
SMILES,RBX1-CUL1 inh
NCc1ccccc1Sc1ccc(Cl)cc1,31*
CCN(CC)c1ccc(/C=C2\C(=O)N(c3nnc(C)c(=O)[nH]3)N=C2C)cc1,57*

# Next records.
SMILES,RBX1-CUL1 inh
CCOC(=O)C1=C(c2ccccc2)OC(=N)C(C#N)C1c1ccc(OC)c(Cn2nc(C)c([N+](=O)[O-])c2C)c1 (configuration not stated),-8
CN(C)c1ccc(-c2nc3cnccn3c2Nc2cccc(C(F)(F)F)c2)cc1,-6
C=CCNS(=O)(=O)c1ccc(C)cc1,-10
O=C(CCn1cnnn1)N1CCCC(CCc2ccccc2)C1 (configuration not stated),-4
NC(=O)c1c(N)c(C(N)=S)n2c1CCC2,2
Cc1ccc(N2C(=O)NC(=O)C(C=Nc3cccc4ccccc34)C2=O)cc1C (configuration not stated),-4
CN(C)Cn1nnc2ccccc21,12
O=C(NC1CC1)c1cnc2sc3c(n2c1=O)CCCC3,9
CCn1c(SCC(=O)Nc2sc(C)c(C)c2C#N)nnc1-c1cccs1,1
